# CRFR2-BP antag – blocks CRF-induced signaling of the CRF-BP/CRF-R2 complex | HEK293 CRF-R2/CRF-BP, CRF-induced calcium fluorescence | inhibition, % at 11.8 µM | 350,000 tested, 0.59% active;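 active = inhibition of the ligand-induced calcium signal above about 50% at the single tested concentration, limit read from the data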
# CRFR2-BP ag – agonists of human CRF-binding protein/CRF-R2 receptor complex; HEK293 CRF-R2/CRF-BP, calcium dye fluorescence (FLIPR); percent of saturating CRF peptide response; activation, % at 13.2 µM; AID 588473; 350,000 tested, 0.46% active;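 active = activation of at least 50%, plus an integration ratio under a set limit after plate pattern correction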;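 also: plate controls were neutral control wells without compound for no effect and CRF at EC100 for full effect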
# HCV NS3 hel inh – HCV NS3 helicase inhibition. NS3 helicase DNA unwinding, Cy5 molecular beacon fluorescence. inhibition, % at 10.9 µM. 290,000 tested, 0.56% active;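 active = inhibition above the mean of all tested compounds plus 3 SD, set per campaign, cut at about 35% in these data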;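 also: 0% = DMSO wells and 100% = thioflavine S control wells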
#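 Assay system – hepatitis C virus NS3 helicase domain fragment enzyme · Buffer or medium – MOPS pH 6.5, MgCl2, DTT, Tween20, BSA · Reagent – Cy5/quencher beacon DNA duplex and ATP to start · Compound – single 10.9 µM dose · Timing – 1 h at 25 °C · Technique – Cy5 beacon fluorescence read at start and 1 h · Measure – % inhibition of unwinding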
# MEKK2 WT-MEK5 – raises or lowers MEK5 binding to wildtype human MEKK2 PB1 domain. bead flow cytometry, Alexa488-MEK5 binding to MEKK2 WT; actives lie on both sides. Q9Y2U5. 290,000 tested, 1.1% active. binding response (% of control), % at 10 µM; in the data active = binding response below about 67% or above about 130%
# SUMO HTRF inh – blocks human SUMOylation mediated by UBC9; HTRF SUMOylation assay, SAE1/SAE2 + UBC9, in vitro; inhibition, % at 35 µM; 290,000 tested, 0.36% active; AID 2006; in the data active = inhibition above about 50%, passing the limit was not always enough; also: strong numbers were not always called active
# Target sequence (P63279 whole entry, looked up): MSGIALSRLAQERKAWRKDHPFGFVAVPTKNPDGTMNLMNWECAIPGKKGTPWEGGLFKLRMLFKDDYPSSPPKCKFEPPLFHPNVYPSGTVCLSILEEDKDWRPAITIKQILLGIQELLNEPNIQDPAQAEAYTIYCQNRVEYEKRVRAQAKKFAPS
# MEKK2mut PB1 HTS – signal of MEK5 binding to mutant human MEKK2 PB1 domain. bead flow cytometry, Alexa488-MEK5 binding to MEKK2 mutant. percent response, % at 10 µM. 290,000 tested, 0.35% active. AID 1530; in the data active = percent response above about 24%, passing the limit was not always enough; also: inactives centre near 1; some results filed as inactive read as strong as hits; reference of the scale not given here
# MEKK3 PB1 HTS – MEKK3-MEK5 PB1 interaction, increase or decrease; Q99759; binding response (% of control), % at 10 µM; bead-based flow cytometry, Alexa488-MEK5 binding to MEKK3; actives lie on both sides; 0 = blocked by unlabeled MEK5, 100 = vehicle; 290,000 tested, 1.4% active;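 active = binding response more than 3 SD above or below the average of its plate-row segment, actives on both sides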;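 also: Alexa488 bead fluorescence after subtracting the streptavidin-only scavenger bead signal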
# Target sequence (Q99759 whole entry, looked up): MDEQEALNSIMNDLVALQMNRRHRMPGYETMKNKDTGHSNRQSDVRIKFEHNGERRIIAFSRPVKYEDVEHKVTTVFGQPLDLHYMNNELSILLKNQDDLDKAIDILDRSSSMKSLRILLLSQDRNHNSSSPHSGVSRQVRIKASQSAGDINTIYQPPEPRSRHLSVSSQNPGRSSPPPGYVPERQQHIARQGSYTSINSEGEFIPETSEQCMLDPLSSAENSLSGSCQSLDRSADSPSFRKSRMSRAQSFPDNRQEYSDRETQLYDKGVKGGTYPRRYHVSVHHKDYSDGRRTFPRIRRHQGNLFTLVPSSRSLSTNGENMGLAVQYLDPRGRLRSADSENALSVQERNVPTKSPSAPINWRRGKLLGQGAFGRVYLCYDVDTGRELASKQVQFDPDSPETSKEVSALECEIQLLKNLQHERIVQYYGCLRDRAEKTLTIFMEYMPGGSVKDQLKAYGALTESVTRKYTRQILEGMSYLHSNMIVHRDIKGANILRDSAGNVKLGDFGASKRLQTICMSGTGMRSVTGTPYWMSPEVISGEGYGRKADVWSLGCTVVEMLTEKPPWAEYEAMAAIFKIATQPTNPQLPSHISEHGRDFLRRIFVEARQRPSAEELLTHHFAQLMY
# GalR3 antagonist – blocks the human galanin receptor 3 | O60755 | inhibition, % at 3 µM | 360,000 tested, 0.44% active | HEK293 GalR3-CNG cAMP membrane potential fluorescence; galR3 body fused to GalR1 C-terminus | AID 651719;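 active = inhibition above the screen-wide average plus 3 SD, cut at about 13% in these data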;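 also: forskolin and galanin both at EC90 stimulate the cells; cAMP rise reported by CNG channel membrane potential dye signal; 0% = forskolin plus galanin with DMSO and 100% = forskolin alone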
# DNA FID counter – fluorescent intercalator displacement, NS3 helicase counter-screen; DNA fluorescent intercalator displacement, fluorescence; inhibition, % at 7.9 µM; 290,000 tested, 0.17% active; AID 1845; in the data active = inhibition above about 37%;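 also: 0% = vehicle and 100% = reference compound; higher means more ethidium bromide displaced from hairpin DNA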
# The depositor's hits bear a star; / = no result given.
No.	molecule	CRFR2-BP antag	CRFR2-BP ag	HCV NS3 hel inh	MEKK2 WT-MEK5	SUMO HTRF inh	MEKK2mut PB1 HTS	MEKK3 PB1 HTS	GalR3 antagonist	DNA FID counter
1	COc1ccc(Oc2coc3cc(OC(=O)N4CCOCC4)ccc3c2=O)cc1	-4	0.6	3	103	8	4	104	-4	-18
2	O=C(NC(=S)N1CCN(C/C=C/c2ccccc2)CC1)c1ccc(Cl)nc1	9	-0.4	1	84	16	-10	81	-1	-14
3	Cc1cc(C)nc(N/N=C/c2sccc2C)n1	9	0.4	7	102	25	5	102	3	-2
4	O=C1NCCN1C(=O)c1ccco1	15	3.5	6	100	0	1	100	-5	-9
5	Cn1ncc(Cl)c1C(=O)Nc1cc(C(F)(F)F)ccc1F	4	0.5	1	95	7	-4	96	-4	2
6	Cc1ccc(S(=O)(=O)N2CCOCC2)cc1NC(=O)COC(=O)c1cc(=O)c2ccccc2o1	16	0.2	22	98	-11	2	96	3	-3
7	CCCCCCC(O)(c1ccccc1)C(CN1CCOCC1)c1ccccc1 (stereo unspecified)	-11	-0.7	-17	112	-29	7	105	-10	-11
8	C/C(CC(=O)Nc1ccc(N(C)C)cc1)=N\NC(=O)c1ccc(Cl)cc1Cl	-3	-2.0	10	103	2	4	105	-2	-14
9	c1ccc(CN2CCOCC2)cc1	2	-0.9	-1	97	13	-3	97	-7	-1
10	Cn1cccc1C(=S)N=P(C1CCCCC1)(N1CCOCC1)N1CCOCC1	-1	1.4	1	108	6	7	107	-2	-12
11	Cc1ccc(OC(=O)c2ccc(C)c([N+](=O)[O-])c2)cn1	-1	-1.2	0	98	2	0	101	-7	-11
12	COc1ccc(CCNC(=O)NS(=O)(=O)c2ccc(C)cc2)cc1OC	-8	1.4	7	108	-11	2	105	-14	-7
13	CCOC(=O)N1CCC(NC(=O)c2ccc3c(c2)N=C(C)c2c(C)ccc(C)c2S3)CC1	13	-0.1	-39	89	-7	-12	93	6	-55
14	Cc1cc([N+](=O)[O-])nn1CC(=O)Nc1cc(F)ccc1F	-10	-0.7	11	94	24	-1	97	-4	1
15	COc1ccc(C)cc1S(=O)(=O)N(C)CC(=O)NC1CC1	9	0.8	2	83	8	-13	71	-4	-3
16	O=c1cc(Cl)[nH]c(=O)n1Cc1ccccc1	-1	2.9	13	107	-4	8	105	-12	-1
17	COc1ccccc1N1CCN(CC(=O)Nc2nccs2)CC1	2	3.3	-9	105	7	3	104	-11	-8
18	O=C(Nc1cc(Cl)ccc1O)c1snnc1-c1ccccc1	17	23	1	96	-29	-1	101	-6	14
19	Cc1cccc(OCC(=O)N/N=C\c2cn(C)c3ccccc23)c1	-27	-1.2	-3	93	2	-9	100	0	-20
20	Cc1ccc(C(=O)NC2CCN(S(=O)(=O)c3ccccc3F)CC2)cc1	2	-7.2	-8	100	4	1	99	-2	-19
21	CCCCCC(O)(CCN1CCCCC1)c1ccc(OCC)cc1 (stereo unspecified)	-45	-0.3	-10	99	0	-5	95	-3	24
22	CCCCN1C(=O)C(CC(=O)NCC)SC1=Nc1ccccc1 (stereo unspecified)	4	-1.1	9	108	19	6	134*	-3	-20
23	COc1ccc(-c2nc(SCC(=O)NC3CCCCC3)n[nH]2)cc1	-2	-0.2	15	104	-2	-3	101	-3	-26
24	Cc1ccc(-n2c(SCC(=O)N3CCC(C(=O)O)CC3)nc3ccccc3c2=O)cc1C	-3	-0.9	-4	103	18	2	102	-2	-36
25	Fc1ccc(CSc2nnc3ccc(-c4ccncc4)nn23)cc1	-14	2.9	12	115	23	190*	127	-3	-7
26	COc1cc(O)c(C(CCN2CCCCC2)c2ccc(N(C)C)cc2)c(OC)c1 (stereo unspecified)	3	2.2	/	109	2	3	106	-6	/
27	Cc1c(N=C2N=C(NC(=O)Nc3ccc(Cl)cc3)c3ccccc32)c(=O)n(-c2ccccc2)n1C	6	1.1	12	95	12	-1	102	-8	-2
28	COc1ccc(-c2csc3nc[nH]c(=O)c23)cc1	-3	-2.2	3	96	6	-2	105	-6	6
29	C/C(CC(=O)Nc1cc(Cl)ccc1Cl)=N\NC(N)=S	2	0.1	1	97	-6	-1	106	-1	-3
30	Cc1nnn(-c2nonc2N)c1C(=O)NNC(=O)c1ccc(Cl)c(Cl)c1	7	-1.6	5	106	30	1	107	-5	5

# Reprinted at random: seven records from the list, in no set order.
No.	molecule	CRFR2-BP antag	CRFR2-BP ag	HCV NS3 hel inh	MEKK2 WT-MEK5	SUMO HTRF inh	MEKK2mut PB1 HTS	MEKK3 PB1 HTS	GalR3 antagonist	DNA FID counter
22	CCCCN1C(=O)C(CC(=O)NCC)SC1=Nc1ccccc1 (stereo unspecified)	4	-1.1	9	108	19	6	134*	-3	-20
30	Cc1nnn(-c2nonc2N)c1C(=O)NNC(=O)c1ccc(Cl)c(Cl)c1	7	-1.6	5	106	30	1	107	-5	5
13	CCOC(=O)N1CCC(NC(=O)c2ccc3c(c2)N=C(C)c2c(C)ccc(C)c2S3)CC1	13	-0.1	-39	89	-7	-12	93	6	-55
3	Cc1cc(C)nc(N/N=C/c2sccc2C)n1	9	0.4	7	102	25	5	102	3	-2
27	Cc1c(N=C2N=C(NC(=O)Nc3ccc(Cl)cc3)c3ccccc32)c(=O)n(-c2ccccc2)n1C	6	1.1	12	95	12	-1	102	-8	-2
23	COc1ccc(-c2nc(SCC(=O)NC3CCCCC3)n[nH]2)cc1	-2	-0.2	15	104	-2	-3	101	-3	-26
6	Cc1ccc(S(=O)(=O)N2CCOCC2)cc1NC(=O)COC(=O)c1cc(=O)c2ccccc2o1	16	0.2	22	98	-11	2	96	3	-3

# By substructure: the entries above containing an aryl thioether with sulfur outside any ring
No.	molecule	CRFR2-BP antag	CRFR2-BP ag	HCV NS3 hel inh	MEKK2 WT-MEK5	SUMO HTRF inh	MEKK2mut PB1 HTS	MEKK3 PB1 HTS	GalR3 antagonist	DNA FID counter
23	COc1ccc(-c2nc(SCC(=O)NC3CCCCC3)n[nH]2)cc1	-2	-0.2	15	104	-2	-3	101	-3	-26
24	Cc1ccc(-n2c(SCC(=O)N3CCC(C(=O)O)CC3)nc3ccccc3c2=O)cc1C	-3	-0.9	-4	103	18	2	102	-2	-36
25	Fc1ccc(CSc2nnc3ccc(-c4ccncc4)nn23)cc1	-14	2.9	12	115	23	190*	127	-3	-7

# Records listed so far marked active in MEKK2mut PB1 HTS:
item | canonical_smiles | CRFR2-BP antag | CRFR2-BP ag | HCV NS3 hel inh | MEKK2 WT-MEK5 | SUMO HTRF inh | MEKK2mut PB1 HTS | MEKK3 PB1 HTS | GalR3 antagonist
25 | Fc1ccc(CSc2nnc3ccc(-c4ccncc4)nn23)cc1 | -14 | 2.9 | 12 | 115 | 23 | 190* | 127 | -3

# Going on with the list.
No.	molecule	CRFR2-BP antag	CRFR2-BP ag	HCV NS3 hel inh	MEKK2 WT-MEK5	SUMO HTRF inh	MEKK2mut PB1 HTS	MEKK3 PB1 HTS	GalR3 antagonist	DNA FID counter
31	Cc1ccc(C)c2[nH]c(=O)c(CCNC(=O)c3ccc(S(=O)(=O)N4CCOCC4)cc3)cc12	-17	-0.2	4	103	0	6	98	-4	-53
32	CCCN1C(=O)C2(SC(NC(C)=O)=NN2C(C)=O)c2cc(C)cc(C)c21 (stereo unspecified)	-9	0.0	1	89	6	-14	89	-3	-31
33	CCOc1ccc(NC(=O)N2CCC(C(N)=O)(N3CCCCC3)CC2)cc1	-8	-0.2	0	110	9	6	108	-4	0
34	O=c1cc([O-])[n+]2c3n1CCCN3CCC2	-6	-1.3	2	98	10	-3	100	8	-2
35	Cc1ccc(OCCNC(=O)/C=C/c2ccccc2)cc1	10	-0.4	-11	91	-7	-4	89	3	-10
36	COc1ccccc1NC(=O)NCC1CC1(Cl)Cl (stereo unspecified)	6	-1.9	26	105	3	3	105	-7	-5
37	O=C(Cc1nc(-c2ccc(Br)s2)cs1)NCCN1CCOCC1	-6	0.3	5	98	4	3	101	-5	-3
38	COc1cccc(-c2cc(C(=O)NCC3CCCO3)c3cc(Br)cc(C)c3n2)c1 (stereo unspecified)	14	2.0	-10	104	-11	5	103	-3	-8
39	CNC(=O)CCCCC(=O)N/N=C/c1ccc(Cl)cc1Cl	-7	0.2	-7	103	7	-16	98	-4	-9
40	Cc1ccc(S(=O)(=O)N2CCOCC2)cc1NC(=O)Cn1cc(C(F)(F)F)cc(Cl)c1=O	-20	0.3	-1	103	-18	-1	104	-12	-5
41	Cc1ccccc1N(CC(=O)NCc1ccc2c(c1)OCO2)C(=O)C1CSC(=O)C1 (stereo unspecified)	1	-0.7	-14	97	6	2	102	-5	-30
42	O=C(CC1Nc2ccccc2NC1=O)Nc1cc(Cl)cc(Cl)c1 (stereo unspecified)	-82	1.2	1	90	-7	-3	100	-6	2
43	Cc1c(C(=O)N2CCOCC2)c(S(=O)(=O)Nc2cccc(C#N)c2)c(C)n1C	-12	-0.3	1	104	12	3	100	3	-7
44	Cc1ncc([N+](=O)[O-])n1CCOC(=O)Nc1ccc([N+](=O)[O-])cc1	4	1.9	0	93	-8	2	100	-4	9
45	CC(=O)NCC1CCCN(c2nc3nonc3nc2N(C)Cc2ccccc2)C1 (stereo unspecified)	-13	-1.1	-5	78	6	-13	86	-7	-11
46	CC(C)(C)Nc1nc(NC(C)(C)C)nc(-n2ccnc2)n1	-15	0.1	-1	102	-12	4	102	-6	-22
47	O=C(NCc1ccco1)C(=O)c1cn(CC(=O)N2CCCCC2)c2ccccc12	-5	-6.8	1	67	20	-15	84	-2	-13
48	COc1cc(NC(=O)C2CCCN(S(=O)(=O)c3ccc4c(c3)CCCN4C(C)=O)C2)cc(OC)c1 (stereo unspecified)	-14	0.6	7	100	-8	-8	103	-6	-42
49	Nc1c(Cl)cc(Cl)cc1C(=O)OCC(=O)NC1CC1	-3	-1.1	1	103	17	5	108	-5	-5
50	Cc1nn(-c2ccccc2)c2c1/C(=N/O)CC(C)(C)C2	-17	-1.8	-1	/	4	/	/	-4	-14
51	S=c1[nH]nc(COc2ccc(Cl)cc2)n1Cc1ccco1	-14	-2.2	36*	126	9	6	155*	-4	-20
52	O=C(c1ccco1)N1CCN(c2cc(=O)n(-c3ccc(Cl)cc3)c(=O)[nH]2)CC1	-8	0.5	4	107	14	-2	102	2	-6
53	O=C(CN1CCN(c2ccccc2F)CC1)Nc1ccc2c(c1)CCC2	1	1.1	-8	122	-6	3	101	-4	-5
54	O=C(NC1CCCCC1)c1ccc(Cl)c(NC(=O)c2ccccc2F)c1	/	/	4	102	20	-2	102	/	-5
55	O=S(Cc1ccccc1)CC(O)(c1ccccc1)c1ccccc1 (stereo unspecified)	-11	0.8	-2	100	16	-1	100	-3	-19
56	O=C1N(Cc2cccc(Cl)c2)C[C@@H]2C[C@@H](c3ccc4nonc4c3)N3CCC[C@@]123	7	-3.5	18	94	-12	-8	95	-5	-36
57	CCC1(C)NC(=O)N(CC(=O)Nc2sc3c(c2C(=O)OC)CCCCC3)C1=O (stereo unspecified)	-54	1.8	-4	108	-7	-1	100	-3	-14

# Some of the compounds tested; rates above refer to the full screens.
